AGP1 TOR yeast – modulators of TOR pathway AGP1-GFP in S. cerevisiae | S. cerevisiae AGP1-GFP multiplex flow cytometry, 3 h; GFP as percent of DMSO wells | GFP response vs DMSO, % at 10 µM | 0.02% of 320,000 active;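 active means GFP response relative to DMSO above a set limit, near screen average plus 3 SD, cut at about 150% in these data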;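 further: median GFP channel fluorescence of the gated AGP1 strain per well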
LAP4-GFP MLPCN – alters LAP4-GFP fluorescence in TOR pathway yeast screen; S. cerevisiae LAP4-GFP multiplex, flow cytometry GFP, 3 h; median GFP as percent of DMSO wells; GFP response vs DMSO, % at 10 µM; 0.34% of 320,000 active;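 active means GFP response vs DMSO above a set limit, about the screen mean plus 3 SD, cut at about 150% in these data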
RPL19A-GFP yeast – modulators of TOR pathway RPL19A-GFP in S. cerevisiae. S. cerevisiae RPL19A-GFP strain, flow cytometry, 3 h; active compounds read low. percent response vs DMSO, % at 10 µM. 0.3% of 330,000 active;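 active means percent response vs DMSO below 50%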;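 further: median channel GFP fluorescence of the barcoded RPL19A-GFP strain; ratio of sample median GFP to plate DMSO average so 100% = DMSO; lower means less RPL19A-GFP as with rapamycin TOR inhibition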
Yeast superoxide – caloric restriction mimetics inhibiting age-related superoxide in yeast | S. cerevisiae aged cells, superoxide DHE fluorescence; active compounds read low | 0.18% of 330,000 active | AID 2690 | superoxide response (% of plate mean), % at 10 µM;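 active means superoxide response under a set limit, about three screen SD below normal, cut at about 65% in these data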;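 further: yeast aged for seven days with compound at 30 °C before DHE staining; 100% = average MFI of all compound-treated wells on the plate with controls excluded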
VLA-4 inh – inhibition in a human VLA-4 binding assay | inhibition, % (about 7 µM as worked out from the volumes in the protocol) | P13612 | VLA-4 expressing cells, ligand binding flow cytometry | AID 2557 | 0.2% of 330,000 active; in the data active means inhibition above about 50%
GRK2 aptamer HTS – blocks RNA aptamer binding to human GRK2; P25098; bead flow cytometry, FAM-aptamer displacement from GRK2; inhibition of aptamer binding, % at 10 µM; 0.59% of 330,000 active; AID 488847;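 active means inhibition of aptamer binding above 40%, roughly 3 SD of noise, on plates passing a quality check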;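 further: median bead fluorescence of bound FAM aptamer so fluorescent compounds give negative values; no value below 0 was filed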
Target sequence (P25098 whole entry, looked up): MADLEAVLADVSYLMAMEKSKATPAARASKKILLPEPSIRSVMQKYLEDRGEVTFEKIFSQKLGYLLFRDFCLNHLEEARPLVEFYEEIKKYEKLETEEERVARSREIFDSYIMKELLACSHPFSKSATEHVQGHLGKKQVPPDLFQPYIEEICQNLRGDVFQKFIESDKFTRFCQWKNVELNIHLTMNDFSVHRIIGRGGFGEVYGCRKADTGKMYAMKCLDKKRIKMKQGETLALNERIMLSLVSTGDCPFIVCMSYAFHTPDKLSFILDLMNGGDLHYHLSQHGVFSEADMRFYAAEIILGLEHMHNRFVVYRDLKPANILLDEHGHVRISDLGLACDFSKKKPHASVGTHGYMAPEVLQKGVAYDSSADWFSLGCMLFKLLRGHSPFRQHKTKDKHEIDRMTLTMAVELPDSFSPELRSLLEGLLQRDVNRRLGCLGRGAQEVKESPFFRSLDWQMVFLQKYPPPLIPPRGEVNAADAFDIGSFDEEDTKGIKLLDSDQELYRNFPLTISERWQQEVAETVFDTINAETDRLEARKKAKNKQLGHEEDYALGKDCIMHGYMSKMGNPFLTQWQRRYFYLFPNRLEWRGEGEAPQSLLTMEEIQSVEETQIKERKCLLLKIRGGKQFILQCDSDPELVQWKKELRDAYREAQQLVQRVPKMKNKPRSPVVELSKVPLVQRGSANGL
CIT2-GFP yeast – yeast TOR pathway CIT2-GFP modulation. S. cerevisiae CIT2-GFP strain, flow cytometry, 3 h; 100 means same as DMSO wells. GFP response vs DMSO, % at 10 µM. 0.065% of 320,000 active. AID 2029;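 active means GFP response relative to DMSO above a set limit, near the screen mean plus 3 SD, cut at about 150% in these data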;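 further: ratio of well median GFP fluorescence to mean of DMSO wells on the plate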
MEP2 TOR yeast – yeast TOR pathway MEP2-GFP modulation. S. cerevisiae MEP2-GFP strain, flow cytometry GFP, 3 h; 100% = DMSO control level. GFP response vs DMSO, % at 10 µM. 0.51% of 330,000 active. AID 2016;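 active means GFP response versus DMSO above a set limit, roughly screen mean plus 3 SD, cut at about 180% in these data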;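 further: median GFP fluorescence of the barcode-gated MEP2-GFP cells per well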
An asterisk follows results filed as active; · = not tested or not shown.

molecule,AGP1 TOR yeast,LAP4-GFP MLPCN,RPL19A-GFP yeast,Yeast superoxide,VLA-4 inh,GRK2 aptamer HTS,CIT2-GFP yeast,MEP2 TOR yeast
C/C(=N\NC(=O)CN1CCOCC1)C(C)(C)C,98.3,100.4,96.1,104.7,6.1,2.0,97.3,101.8
CC(C)n1cnc2cc(NC(=O)c3ccco3)ccc21,102.6,91.8,102.2,110.8,5.8,1.0,99.4,100.6
CCOCc1cc(CN2CCCC(CNC(=O)c3ccco3)C2)ccc1OC (stereo unspecified),100.5,94.7,97.0,108.5,-5.8,0.0,103.5,108.8
O=C(Oc1ccc(C(=S)N2CCOCC2)cc1)c1ccc(F)cc1,104.9,103.7,97.1,106.2,5.0,1.0,111.2,114.0
C=CCc1cccc2cc(C(=O)N(C)C)c(=O)oc12,99.2,97.3,98.9,102.7,12.4,1.0,99.0,102.3
COC(=O)c1ccc(COc2ccc(C(=O)c3ccccc3)cc2)o1,101.0,92.2,101.8,107.0,3.8,10.0,118.2,105.9
CCn1cc(C(=O)NCCC2=CCCCC2)c(=O)c2cc(S(=O)(=O)N(C)C)ccc21,107.8,101.2,99.3,102.5,24.4,1.0,100.8,102.2
C=CCn1c(SC(C)C(=O)NC2CC2)nnc1-c1ccoc1C (stereo unspecified),105.7,109.8,94.9,95.6,9.5,0.0,95.0,98.7
C/C(=N\N=C1/NC(=O)C(C)S1)c1ccc([N+](=O)[O-])cc1 (stereo unspecified),101.5,102.8,102.1,92.0,7.4,2.0,105.3,105.4
C[C@@]12C(=O)N(Cc3ccc(-c4ccccc4)cc3)CC(=O)N1[C@H](/C=C/c1ccccc1)[C@@H]1C(=O)N(c3ccccc3)C(=O)[C@@H]12,75.8,132.6,91.2,98.7,17.8,0.0,70.2,91.7
COc1cccc(NC(=O)Cc2ccccc2)c1,78.5,108.3,98.2,103.7,27.7,0.0,86.8,86.4
COc1ccc([C@H]2CC(=O)C=C(C#CC(C)(C)C)C2)cc1,106.0,118.9,105.1,92.7,-5.9,0.0,106.2,93.3
COc1cc(OC)cc(C(=O)NNC(=O)C2CCCC2)c1,99.7,107.4,105.8,110.7,6.0,0.0,95.5,110.0
Cc1ccccc1-c1nnc(SCC(=O)N2CCCC2)o1,98.5,98.9,100.2,81.3,6.4,1.0,102.9,101.6
Cc1cccnc1NC(=O)c1ccc(NS(=O)(=O)/C=C/c2ccccc2)cc1,108.7,113.1,94.9,96.9,11.8,4.0,98.3,96.0
COc1cnn(-c2cccc(Cl)c2)c(=O)c1Cl,104.2,110.4,93.5,102.4,5.0,0.0,89.1,100.7
C[C@@]12C(=O)N(Cc3ccccc3)CC(=O)N1[C@H](/C=C/c1ccccc1)[C@@H]1C(=O)N(c3ccccc3)C(=O)[C@@H]12,94.2,125.7,99.3,108.2,-15.5,0.0,104.0,94.2
CCOC(=O)CC1CCCCN1Cc1nc(-c2ccc(F)c(OC)c2)oc1C (stereo unspecified),100.2,94.1,98.7,92.9,4.5,5.0,104.4,105.0
COCC(C)N1C(=O)Cc2c1nc(N)c1c(N)nc(N3CCN(c4ccccc4F)CC3)c(C#N)c21 (stereo unspecified),103.5,101.4,101.3,102.5,-8.2,0.0,93.1,94.8
O=C(Nc1nc2ccccc2s1)NC1CCCCC1,84.9,90.4,89.8,98.1,7.6,2.0,84.8,84.4

The closing 2 compounds of the section above open the next one.
molecule,AGP1 TOR yeast,LAP4-GFP MLPCN,RPL19A-GFP yeast,Yeast superoxide,VLA-4 inh,GRK2 aptamer HTS,CIT2-GFP yeast,MEP2 TOR yeast
COCC(C)N1C(=O)Cc2c1nc(N)c1c(N)nc(N3CCN(c4ccccc4F)CC3)c(C#N)c21 (stereo unspecified),103.5,101.4,101.3,102.5,-8.2,0.0,93.1,94.8
O=C(Nc1nc2ccccc2s1)NC1CCCCC1,84.9,90.4,89.8,98.1,7.6,2.0,84.8,84.4
CCCCC[C@H]1CN(Cc2ccccc2)C(=O)[C@@H]1CC(=O)NCc1ccccc1,92.2,129.2,103.2,88.9,-13.3,1.0,108.5,101.7
Brc1cccc(OCCSc2ncccn2)c1,87.3,111.4,91.0,105.1,2.8,0.0,75.1,94.6
COC(=O)c1ccccc1S(=O)(=O)NCc1nc2nc(C)cc(C)n2n1,94.0,116.0,102.4,91.0,-21.8,0.0,92.6,110.7
CCOC(=O)NC(=O)CSc1nc2ccc([N+](=O)[O-])cc2[nH]1,97.3,96.8,97.6,102.8,-35.2,2.0,106.1,98.3
COc1cccc(CNC(=O)CSc2nc(=O)n(Cc3ccncc3)c3c2CCC3)c1,103.9,115.5,97.8,108.8,0.5,1.0,90.8,99.7
Cn1c(SCc2ccccc2)nc2ccsc2c1=O,·,103.3,88.3,106.5,7.6,0.0,88.2,96.5
COc1ccccc1C(=O)CSc1nnc(-c2ccco2)o1,87.2,95.8,97.7,105.6,-3.1,0.0,102.6,95.4
Cc1ccc2nc(CSc3nnc(-c4ccco4)o3)cc(=O)n2c1,93.4,99.9,93.7,104.6,-12.8,0.0,100.1,99.1
COc1ccc(Cl)cc1NC(=O)CN1CCC(n2nnc3ccccc32)CC1,102.3,107.7,96.8,97.3,-7.4,10.0,101.2,109.4
CN(C(=O)c1ccc(NC(=O)C2CCN(C(=O)OC(C)(C)C)CC2)cc1)C1CCC1,97.7,96.5,101.6,93.5,-10.6,0.0,91.3,92.8
CCNS(=O)(=O)c1ccc(CCC(=O)NC2CCCC2)cc1,93.6,90.8,98.5,118.9,15.3,5.0,93.2,102.7
CC(C)(C)C(=O)Nc1nnc(SCC(=O)NCc2cccs2)s1,101.4,102.2,100.5,107.6,-16.3,3.0,109.5,107.2
COc1cccc(CNC(=O)C(=O)NCC2CCCN2S(=O)(=O)c2cc(C)ccc2C)c1 (stereo unspecified),94.5,92.7,89.8,103.3,13.8,0.0,90.5,93.8
CC(C)Cc1ccc(CN2CCCC(NC(=O)Cn3cnnn3)C2)cc1 (stereo unspecified),95.2,103.1,95.5,89.2,-7.2,0.0,89.1,100.5
Cc1cc(=O)oc2cc(OCC(=O)OCC(=O)N(CCC#N)c3ccccc3)ccc12,105.0,101.5,103.8,102.3,10.3,2.0,105.3,98.4
CC(=O)c1ccc(OCC(=O)Nc2ccc3nc(C)sc3c2)cc1,96.1,106.8,100.3,108.5,-5.9,1.0,88.9,102.8
Cc1ccc(NC(=O)c2ccc(Cn3cc(Cl)cn3)o2)c(C)c1,95.3,100.1,99.1,104.3,7.3,2.0,94.4,99.9
CCOc1cc(C(=O)OCC(=O)NCc2ccco2)cc(OCC)c1OCC,102.6,110.7,101.6,96.3,17.3,2.0,100.6,105.6
C#CCOCCOCCOCCNc1nc(N2CCN(C(=O)[C@H](CCCN=C(N)N)n3cc(C(N)[C@@H](C)CC)nn3)CC2)nc(N2CCN(C(=O)[C@H](CCCCN)n3cc([C@@H](N)CC(N)=O)nn3)CC2)n1 (stereo partly specified),98.4,100.7,97.1,110.0,-9.5,0.0,104.2,96.4
Cc1cc(C(F)F)n2nc(C(=O)NCc3ccccc3F)nc2n1,101.5,100.3,95.9,108.0,-7.2,3.0,96.4,101.5
O=C(O)c1ccc(-c2noc(-c3cccc(F)c3)n2)cc1,77.3,120.8,93.7,106.5,-12.2,2.0,75.3,85.2
CCn1c2ccccc2c2cc(CC(N)=O)ccc21,106.3,108.0,97.7,105.4,10.8,0.0,98.0,97.9
CCCN1C(=O)/C(=C/c2cc(C)n(C)c2C)SC1=Nc1ccc(OCC)cc1,102.5,106.0,103.2,101.5,-7.2,1.0,111.7,108.2
N#CCCN(C(=O)COC(=O)c1ccc2c(c1)NC(=O)CS2)c1ccc2c(c1)OCCO2,98.8,96.8,96.7,110.9,-6.3,15.0,90.5,104.5
CCSc1nc(=S)n(CC)c(C)c1C(C)=O,95.1,91.3,·,86.6,8.0,0.0,100.7,95.3
CCOC(=O)C1=C(c2ccccc2)NC(=O)NC1c1cc(Br)c(O)c(OC)c1 (stereo unspecified),99.4,95.1,113.0,117.2,-9.9,0.0,88.1,103.8
O=c1ccc2cc(S(=O)(=O)N3CCN(c4ccc(Cl)cc4)CC3)ccc2o1,107.3,99.5,104.4,95.3,0.7,0.0,100.1,100.9
NS(=O)(=O)c1ccc(NC(=O)COC(=O)c2c3c(nc4ccccc24)/C(=C\c2ccc4c(c2)OCO4)CCC3)cc1,96.8,107.7,95.4,101.5,17.9,1.0,92.0,102.2
O=c1oc2ccccc2cc1-c1nnc(NCc2ccco2)s1,97.4,102.3,100.8,100.3,-3.3,2.0,99.1,101.5
Cc1ccc(C)c(S(=O)(=O)N2CCN(C(=O)c3n[nH]c(=O)c4ccccc34)CC2)c1,93.3,94.9,97.3,117.9,-1.3,1.0,94.9,96.0
Cc1ccc(C(=O)OCN2C(=O)c3ccccc3C2=O)o1,97.8,104.7,101.9,104.3,4.6,0.0,89.0,105.9
Cc1cc2n(n1)C(c1ccc(O)cc1)Nc1ccccc1-2 (stereo unspecified),83.6,82.5,98.9,89.5,17.8,2.0,·,100.5
CCc1ccccc1NC(=O)CSc1nc2c(c(-c3ccco3)c1C#N)CCCC2,101.9,105.1,103.3,105.6,1.5,0.0,103.7,109.7
CCOC(=O)COc1ccc(S(=O)(=O)Nc2cccc(SC)c2)cc1,98.5,98.5,99.2,109.0,24.2,1.0,97.3,101.4
COc1ccc(CC(=O)Nc2ccccc2N2CCCCC2)cc1OC,110.6,112.3,102.1,104.2,3.9,1.0,104.7,105.1
Cc1ccc(C(C)C)c(OCC(=O)NC(=S)Nc2ccccc2N2CCOCC2)c1,106.5,99.3,107.2,101.4,6.1,0.0,116.5,108.4
Cc1ccc(NC2CCCN(C(=O)c3cccnc3)C2)cc1C (stereo unspecified),112.4,105.7,96.5,102.5,-0.9,0.0,98.4,94.7

This is a random part of the collection; any-hit rate near 1.7%.
